Source: PubChem
Mcl1-Bid inh = Mcl-1/Bid interaction inhibition | Q07820 | inhibition, % at 21.7 µM | hit rate 0.97% among 220,000 | TR-FRET Mcl-1/Bid-Dy647 peptide binding, 1536-well;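 active means compounds that cut the binding signal by more than half at the single screening dose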;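 further: His-tagged Mcl-1 with europium anti-His antibody binding Bid BH3 peptide; 0% = Mcl-1 plus peptide wells and 100% = peptide-only wells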
Target sequence (Q07820 whole entry, looked up): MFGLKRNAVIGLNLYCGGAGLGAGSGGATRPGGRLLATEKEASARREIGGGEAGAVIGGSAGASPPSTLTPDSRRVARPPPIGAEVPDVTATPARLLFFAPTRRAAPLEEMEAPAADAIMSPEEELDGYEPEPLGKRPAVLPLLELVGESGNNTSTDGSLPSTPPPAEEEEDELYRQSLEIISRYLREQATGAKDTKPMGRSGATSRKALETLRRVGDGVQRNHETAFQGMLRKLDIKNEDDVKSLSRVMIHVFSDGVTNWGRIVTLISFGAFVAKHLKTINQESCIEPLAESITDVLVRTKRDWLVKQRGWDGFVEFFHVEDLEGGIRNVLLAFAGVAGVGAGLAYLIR
Rac1 mut GTP = modulators of GTP binding to human Rac1 activated mutant. P63000. GST-Rac1 activated beads, fluorescent GTP binding, flow cytometry; actives lie on both sides; 100% means binding = to untreated wells. percent activity (GTP binding), % at 10 µM. hit rate 0.11% among 190,000. AID 764;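 active means GTP binding at least 20 percentage points away from the 100% baseline, in either direction, so actives lie on both sides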
Mcl-1 Bim block = inhibitors of Bim-Mcl-1 interaction, human; Q07820; Bead-based flow cytometry, Bim peptide-Mcl-1 binding; inhibition, % at 10 µM; hit rate 0.1% among 190,000; AID 1009; in the data active means inhibition above about 40%;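 further: 0% = no compound tracer wells and 100% = peptide blocker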
Rac1 wt modul = alters GTP binding to wildtype human Rac1; AID 757; P63000; hit rate 0.27% among 190,000; GTP binding activity (% of control), % at 10 µM; GST-Rac1 beads, fluorescent GTP binding, flow cytometry; actives lie on both sides; 0 = cold GTP competed, 100 = untreated;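 active means GTP binding activity at least 20 points away from the 100% control level, either lower or higher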
Mcl1 Noxa PPI = disrupts binding of human Mcl-1 to Noxa peptide | hit rate 1.5% among 220,000 | inhibition, % at 21.7 µM | TR-FRET Mcl-1/Noxa peptide binding, 2 h | Q07820;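 active means compounds that cut the protein-peptide binding signal by more than 50% relative to plate controls in a single-dose test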;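 further: His-tagged Mcl-1 with rhodamine Noxa BH3 peptide and terbium anti-His antibody; 0% = Mcl-1 plus Noxa peptide wells and 100% = peptide-only wells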
RGS8-Gao reg = regulators of human RGS8-Galphao interaction; P09471; multiplexed bead flow cytometry, RGS8-Galphao binding; actives lie on both sides; response (percent of control binding), % at 10 µM; hit rate 0.34% among 220,000; in the data active means response below about 60% or above about 140%; inactive means in between;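 further: Galphao activated as the GDP aluminium fluoride complex binding bead-coupled RGS8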
Target sequence (P09471 whole entry, looked up): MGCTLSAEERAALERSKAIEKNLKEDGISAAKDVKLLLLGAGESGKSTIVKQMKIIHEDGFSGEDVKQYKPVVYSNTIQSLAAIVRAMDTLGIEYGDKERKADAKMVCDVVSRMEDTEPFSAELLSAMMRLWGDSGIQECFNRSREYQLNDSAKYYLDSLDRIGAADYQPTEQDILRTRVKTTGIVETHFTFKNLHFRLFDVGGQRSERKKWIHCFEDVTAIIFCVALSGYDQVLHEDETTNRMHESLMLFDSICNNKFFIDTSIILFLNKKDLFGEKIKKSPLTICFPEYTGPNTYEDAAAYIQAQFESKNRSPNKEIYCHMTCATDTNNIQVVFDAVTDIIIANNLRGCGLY
Cdc42 wt = changes GTP binding to wildtype human Cdc42; P60953; GST-Cdc42 beads, Bodipy-GTP binding, flow cytometry; actives lie on both sides; percent activity (GTP binding), % at 10 µM; hit rate 0.2% among 190,000; AID 761;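 active means percent activity GTP binding at least 20 points away from the 100% baseline, either down as inhibitor or up as activator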;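 further: median bead fluorescence of bound Bodipy-FL-GTP at 100 nM; 0% = excess unlabeled GTP control and 100% = no compound control; below 100% means less GTP binding so inhibitor and above means activator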
Target sequence (P60953 whole entry, looked up): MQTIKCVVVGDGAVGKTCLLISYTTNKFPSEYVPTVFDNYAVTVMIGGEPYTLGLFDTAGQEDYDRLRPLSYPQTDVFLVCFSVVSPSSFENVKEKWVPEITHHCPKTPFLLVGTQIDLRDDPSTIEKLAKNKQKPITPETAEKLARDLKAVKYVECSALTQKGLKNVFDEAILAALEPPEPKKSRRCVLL
HRas wt GTP bind = changes GTP binding to wildtype human HRas | GTP binding activity, % at 10 µM | AID 759 | P01112 | hit rate 0.14% among 190,000 | GST-Ras wt beads, Bodipy-FL-GTP binding, flow cytometry; actives lie on both sides;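 active means GTP binding activity at least 20% away from the 100% baseline, either lowered as inhibitor or raised as activator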;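 further: 0% = unlabeled GTP competition control and 100% = no-compound control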
Pf gametocyte = P. falciparum stage V gametocyte viability inhibition | inhibition, % at 10.9 µM | AID 743093 | P. falciparum stage V gametocytes, ATP luminescence, 24 h | hit rate 0.065% among 150,000;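 active means inhibition above the mean plus 3 SD of compounds within the control limits, set per campaign, cut at about 38% in these data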;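 further: 0% = DMSO wells and 100% = medium only without gametocytes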
Rab7 wt GTP bind = alters GTP binding to wildtype dog Rab7; GST-Rab7 beads, fluorescent GTP binding, flow cytometry; actives lie on both sides; untreated = 100%, excess cold GTP = 0%; GTP binding activity (percent of control), % at 10 µM; hit rate 0.055% among 190,000; AID 758;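 active means fluorescent GTP binding to Rab7 beads changed by at least 20 points from the 100% baseline, either direction, mostly lower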;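 further: median green fluorescence of bound Bodipy-FL-GTP per Rab7 bead population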
Rab2 wt GTP = changes GTP binding to wildtype dog Rab2A, up or down | AID 760 | GST-Rab2 wt beads, Bodipy-GTP binding, flow cytometry | hit rate 0.19% among 190,000 | P61105 | GTP binding activity, % at 10 µM;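 active means GTP binding activity at least 20 points away from 100%, either lowered or raised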;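 further: 0% = beads with excess unlabeled GTP and 100% = no-compound control corrected for plate trend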
An asterisk follows results filed as active; . = not tested or not shown.

SMILES	HRas wt GTP bind	Rab7 wt GTP bind	Mcl1 Noxa PPI	Rac1 mut GTP	Mcl1-Bid inh	Rab2 wt GTP	Cdc42 wt	Mcl-1 Bim block	RGS8-Gao reg	Rac1 wt modul	Pf gametocyte
CCOC(=O)Cn1c(=O)oc2cc(S(=O)(=O)N(CCN(C)C)Cc3ccccc3)ccc21	102.0	99.0	-4.3	101.0	3.6	102.0	104.0	-2.0	97.8	109.0	0.9
c1ccc(COc2ccc(OCCN3CCCC3)cc2)cc1	106.0	111.0	-17.8	102.0	-43.4	104.0	102.0	0.0	101.8	105.0	-19.2
Cc1cc(=O)n2[nH]c(=O)c(N=Nc3ccccc3)c2[nH]1	93.0	90.0	18.8	91.0	-15.6	91.0	92.0	2.0	100.4	91.0	.
COc1cc2nc(SCc3c(C)noc3C)n(CCC3=CCCCC3)c(=O)c2cc1OC	103.0	103.0	-5.0	101.0	-4.4	102.0	102.0	-2.0	99.4	104.0	.
N#Cc1ccc(-c2cccnc2)nc1SCC(=O)Nc1sc2c(c1C#N)CCC2	98.0	96.0	60.3*	94.0	40.3	96.0	95.0	1.0	102.4	96.0	.
Cc1cccc(NC(=O)C2(c3cccs3)CCOCC2)c1	96.0	97.0	21.6	98.0	-21.6	96.0	101.0	-2.0	99.3	100.0	20.2
Cc1cc(-c2ccccc2)n2nc(C)c(C#N)c2n1	95.0	98.0	6.6	94.0	2.6	93.0	97.0	1.0	101.0	92.0	.
COc1ccc(CCNC(=O)CSc2nc3[nH]ncc3c(=O)n2-c2ccc(Br)cc2)cc1OC	95.0	97.0	-8.2	95.0	-17.8	94.0	95.0	0.0	97.2	96.0	-7.5
Cc1ccc(S(=O)(=O)Nc2ccc(N3CCOCC3)cc2)cc1[N+](=O)[O-]	99.0	104.0	27.2	96.0	-31.7	98.0	97.0	1.0	101.5	98.0	-23.7
COc1ccc(NC(=O)N2CCCCC2)cc1	99.0	98.0	-5.9	101.0	-23.5	100.0	102.0	0.0	106.2	101.0	.
COc1cc(/C=C/C(=O)OCc2c(C)noc2C)ccc1OC(F)F	100.0	103.0	8.9	96.0	-10.0	98.0	94.0	4.0	101.2	98.0	.
CCCC(OC(=O)CC1Sc2ccccc2NC1=O)C(=O)NCc1ccco1 (stereo not given)	102.0	101.0	28.5	96.0	-5.3	102.0	103.0	-3.0	98.8	100.0	.
CC(NCc1ccc2c(c1)OCO2)C(=O)NC1CCCc2ccccc21 (stereo not given)	97.0	93.0	18.9	99.0	69.3*	94.0	96.0	-2.0	99.7	100.0	.
O=C(O)CN(c1ccccn1)S(=O)(=O)c1ccccc1	94.0	96.0	-2.0	97.0	-10.2	97.0	96.0	-2.0	102.2	97.0	.
CCOC(=O)CN1C(=O)c2ccccc2C1=O	96.0	94.0	.	93.0	-4.5	93.0	95.0	-6.0	100.1	91.0	.
COc1ccccc1NC(=O)COc1ccccc1C(=O)c1cnn(-c2ccccc2)c1	96.0	99.0	14.9	96.0	5.7	98.0	99.0	-2.0	101.6	100.0	8.8
Cn1c(/C=N/NC(=O)c2ccccc2)nc2ccccc21	99.0	102.0	1.2	98.0	-23.7	101.0	97.0	0.0	95.7	98.0	-0.4
NC(=O)c1c(NC(=S)Nc2ccccc2)sc2c1CCCC2	96.0	102.0	18.7	92.0	-17.6	97.0	95.0	0.0	98.7	96.0	-20.2
N#C/C(=C\c1ccc(Cl)cc1)c1nc2ccccc2o1	100.0	97.0	7.1	99.0	-12.5	100.0	100.0	-4.0	103.3	104.0	0.1
CC(C(=O)Nc1ccc2c(c1)OCO2)N(c1ccc(Cl)cc1)S(C)(=O)=O (stereo not given)	98.0	96.0	17.2	97.0	4.3	98.0	103.0	-1.0	99.7	104.0	.
CCN(CC)N=Nc1cccc(NC(C)=O)c1	98.0	98.0	52.4*	97.0	-6.6	95.0	96.0	3.0	100.2	98.0	-19.9
CC(=O)Nc1ccc(Nc2cc(C)nc3c(-c4ccccc4)c(C)nn23)cc1	98.0	95.0	11.2	97.0	-52.1	96.0	91.0	0.0	107.6	100.0	-27.8
O=C(NC(NC(=S)Nc1c(Cl)cc(Cl)cc1Cl)C(Cl)(Cl)Cl)OCc1ccccc1 (stereo not given)	99.0	102.0	4.7	97.0	-23.5	101.0	92.0	-17.0	99.5	99.0	-60.6
Cn1nnnc1SCc1cccc2ccccc12	93.0	95.0	7.1	90.0	-7.7	96.0	93.0	1.0	103.9	94.0	12.5
C#CCNC(=O)C1=C[C@@H](c2cn(C(C)=O)c3ccccc23)C[C@@H](OCc2ccc(CO)cc2)O1	97.0	103.0	-27.0	95.0	-11.4	97.0	95.0	1.0	106.1	97.0	-18.1
CC(C)(C)C1CCC(=NNC(=S)NCc2ccccc2)CC1 (stereo not given)	95.0	105.0	27.3	93.0	-1.5	94.0	98.0	0.0	101.0	93.0	19.6
COc1cc(C(C)=O)ccc1COc1ccc(C(=O)OCC(N)=O)cc1OC	101.0	102.0	8.6	101.0	-30.7	99.0	101.0	0.0	101.8	103.0	.
CCc1c(C)nc2cc(-c3cc(OC)cc(OC)c3)nn2c1N1CCCC1	100.0	99.0	17.5	98.0	-3.9	98.0	97.0	-7.0	97.0	104.0	.
O=c1cc(-c2ccccc2)nc(SCc2ccccc2F)[nH]1	93.0	92.0	4.6	86.0	-28.4	92.0	90.0	0.0	102.2	92.0	-9.3
O=C1NN(c2ccc(F)c(Cl)c2)C(=O)/C1=C\c1cccc(OC(=O)c2cccs2)c1	97.0	99.0	94.0*	94.0	45.4	97.0	96.0	-1.0	102.1	98.0	-2.9
CCOC(=O)COc1ccc(S(=O)(=O)Nc2ccc(C)cc2)cc1	105.0	104.0	19.1	102.0	-4.2	103.0	102.0	0.0	103.5	104.0	8.2
COC1(NC(=O)c2ccccc2)C(C)=CC(=O)C=C1C	98.0	96.0	20.3	99.0	10.1	98.0	99.0	-1.0	99.0	99.0	-9.9
CCCOC(=O)c1cc(-c2ccc(C=O)o2)ccc1Cl	97.0	99.0	10.3	96.0	-16.6	95.0	102.0	-5.0	99.1	99.0	15.4
S=c1[nH]nc(-c2ccco2)n1Cc1ccccc1	94.0	91.0	1.0	93.0	-65.4	94.0	96.0	-4.0	98.9	93.0	.
COc1ccccc1N1CCN(C(=O)CCc2ccc(S(=O)(=O)NC(C)C)cc2)CC1	109.0	104.0	5.7	101.0	-39.6	108.0	109.0	0.0	102.4	106.0	16.7
COc1cccc(C(C(=O)NC2CCCCC2)N(C(=O)c2ccco2)c2ccc(-n3cnnn3)c(C)c2)c1 (stereo not given)	99.0	97.0	-0.2	98.0	-1.7	100.0	103.0	-1.0	105.5	102.0	.
N#CC1=C(N)C(C#N)(C#N)[C@H](c2ccncc2)[C@H]2CN(C(=O)OCc3ccccc3)CC=C12	98.0	100.0	17.1	96.0	3.1	99.0	102.0	-1.0	98.4	101.0	.
CC(C)OC(=O)c1ccc(OC(=O)c2cccnc2)cc1	102.0	102.0	4.1	99.0	3.9	101.0	102.0	0.0	101.8	101.0	26.9
CCC(=O)Nc1ccnc(-c2cccnc2)n1	98.0	95.0	3.4	98.0	-20.9	97.0	96.0	0.0	101.7	101.0	-13.3
O=C(Nc1ccc2c(c1)OCCO2)c1cccnc1	100.0	100.0	17.0	100.0	2.7	99.0	103.0	-7.0	103.4	104.0	.
Cc1ccc(/C=N/NC(=O)CC(=O)NCc2cccnc2)cc1	98.0	98.0	12.7	101.0	-9.7	97.0	102.0	-1.0	102.6	103.0	15.2
COc1ccccc1C(=O)Nc1ccccc1N1CCOCC1	103.0	100.0	4.0	99.0	2.2	102.0	103.0	0.0	100.2	104.0	.
CCOc1ccc(S(=O)(=O)Nc2ccc3c(c2)c2c(n3S(=O)(=O)c3ccc(OCC)cc3)CCCC2=O)cc1	104.0	106.0	10.9	102.0	-20.8	101.0	103.0	-3.0	92.8	108.0	-11.5
C=CCOC(=O)C1=C[C@@H](c2ccccc2)C[C@@H](OCc2ccc(CO)cc2)O1	96.0	92.0	-5.5	99.0	-0.7	96.0	96.0	2.0	99.3	98.0	.
Cc1cc(C)c(S(=O)(=O)c2ccccc2C)c(SCC(C)C)n1	98.0	97.0	13.1	95.0	6.5	97.0	98.0	0.0	100.6	97.0	-7.9
Cc1cnc(NC(=O)CSc2nnc(COc3c(C)cccc3C)o2)s1	99.0	99.0	1.1	98.0	-21.8	100.0	99.0	-1.0	113.2	100.0	.
COC(=O)CN1C(=O)N/C(=C/c2ccc(OC)c(C)c2OC)C1=O	94.0	92.0	-5.5	96.0	-20.8	94.0	97.0	0.0	103.8	95.0	.
Clc1cccc(Cl)c1CSc1nnc2ccccn12	99.0	100.0	9.6	101.0	-20.9	100.0	104.0	-4.0	90.5	105.0	-11.7
COc1ccccc1N1CCN(C(=O)c2cc3c(-c4ccc(Cl)cc4)nn(C)c3s2)CC1	100.0	103.0	-3.1	99.0	-5.6	101.0	100.0	0.0	100.8	106.0	.
O=C(CN1CCC(Cc2ccccc2)CC1)NC(=O)NCc1ccccc1	96.0	96.0	-1.2	96.0	-38.3	95.0	99.0	-7.0	116.7	99.0	0.4
COCCn1nnnc1SCC(=O)c1ccccc1	102.0	100.0	-7.4	102.0	-35.9	101.0	103.0	3.0	100.0	108.0	.
Nc1nc(C(=O)N2CCOCC2)nn1S(=O)(=O)c1ccccc1	97.0	97.0	19.8	97.0	17.5	99.0	100.0	0.0	92.1	100.0	12.8
Cn1c(=O)oc2cc(S(=O)(=O)N3CCCC(C(=O)NCc4ccc5c(c4)OCO5)C3)ccc21 (stereo not given)	101.0	99.0	20.9	100.0	52.6*	100.0	104.0	0.0	100.2	106.0	.
CC(c1ccccc1)n1cnc2ccccc21 (stereo not given)	98.0	98.0	-4.0	98.0	-7.7	97.0	103.0	-3.0	92.9	102.0	.
Cc1cccc(C)c1NC(=O)N1C2CCC1CC(O)(c1cccnc1)C2 (stereo not given)	98.0	106.0	53.0*	99.0	-9.0	100.0	100.0	-4.0	102.3	100.0	-17.7
CN(C)c1ccc(/C=N\NC(=O)c2ccc(Cn3cc(Cl)cn3)cc2)cc1	99.0	98.0	18.6	98.0	3.2	96.0	99.0	-5.0	102.0	101.0	-5.5
